Screening results as filed in PubChem.
TCR CD3 inh: blocks the human TCR-CD3 interaction; TAMRA-labeled TCR probe fluorescence, biochemical; inhibition, % at 9.4 µM; 0.37% of 360,000 active; in the data active means inhibition above about 19%;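 further: recombinant mutant TCR 2C K166C tagged with TAMRA read by polarization; 0% = receptor in buffer alone and 100% = receptor with positive control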
DDE Tn7 FP inh: DD(E)-Tn7 binding inhibition, primary FP screen; 0.13% of 370,000 active; FP displacement of FITC-Tn7 peptide from fibrin DD(E); 0% = median of compound wells per plate; P02675; AID 720508; inhibition, % at 8.3 µM;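 active means inhibition above the mean of compounds falling within the control limits plus 3 SD of them, cut at about 14% in these data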;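 further: 0% = plate median of compound wells and 100% = 10 µM Aha-Tn7 peptide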
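Assay system: Fibrin-DD(E) protein isolated from polymerized human fibrin clots; read-out basis: percent inhibition; medium: Tris/NaCl/CaCl2 buffer, pH 7.8; signal: FP measurement; incubation: 10 min plus 3 h, room temperature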
HTRA1 inhibitor: HTRA1 (human) protease inhibition; Q92743; recombinant HTRA1, FP-rhodamine activity-based probe, fluorescence polarization; inhibition, % at 5.96 µM; 0.5% of 340,000 active; AID 504803; in the data active means inhibition above about 36%;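 further: 0% = enzyme with DMSO and 100% = wells lacking enzyme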
Target sequence (Q92743 whole entry, looked up): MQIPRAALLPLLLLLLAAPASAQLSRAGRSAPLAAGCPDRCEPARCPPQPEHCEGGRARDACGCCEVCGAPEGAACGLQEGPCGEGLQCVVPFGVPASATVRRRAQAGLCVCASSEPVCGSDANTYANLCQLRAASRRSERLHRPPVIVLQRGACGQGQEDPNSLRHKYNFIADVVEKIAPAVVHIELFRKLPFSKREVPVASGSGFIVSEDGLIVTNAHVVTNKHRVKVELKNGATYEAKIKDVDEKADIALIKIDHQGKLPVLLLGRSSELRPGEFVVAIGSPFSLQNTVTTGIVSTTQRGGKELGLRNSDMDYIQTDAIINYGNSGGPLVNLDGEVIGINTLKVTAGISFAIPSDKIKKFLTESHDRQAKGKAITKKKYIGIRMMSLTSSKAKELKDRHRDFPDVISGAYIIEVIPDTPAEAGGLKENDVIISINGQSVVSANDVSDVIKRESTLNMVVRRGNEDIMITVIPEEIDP
UHRF1 binding: UHRF1 methyl-DNA binding inhibition; UHRF1 binding to methylated oligo, TR-FRET; 0.75% of 370,000 active; AID 687016; inhibition, % at 4.4 µM; in the data active means inhibition above about 21%;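 further: UHRF1 SRA domain binding a hemimethylated CpG hairpin DNA probe; 0% = median of test compound wells and 100% = reference inhibitor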
PRMT1 FP inh: blocks human protein arginine methyltransferase 1. recombinant PRMT1, activity-based probe fluorescence polarization. inhibition, % at 2.79 µM. 1.3% of 370,000 active;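 active means inhibition above about 21% made by adding two undisclosed values, limit read from the data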
SIAE inh: human SIAE inhibition, primary screen; Q9HAT2; SIAE FP-Rh probe binding, fluorescence polarization; inhibition, % at 9.66 µM; 0.69% of 370,000 active; AID 1053197;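 active means inhibition above a cutoff: mean of compounds within the control limits plus 3 SD of those, cut at about 17% in these data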;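 further: 0% = plate median of compound wells and 100% = probe without SIAE protein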
Target sequence (Q9HAT2 whole entry, looked up): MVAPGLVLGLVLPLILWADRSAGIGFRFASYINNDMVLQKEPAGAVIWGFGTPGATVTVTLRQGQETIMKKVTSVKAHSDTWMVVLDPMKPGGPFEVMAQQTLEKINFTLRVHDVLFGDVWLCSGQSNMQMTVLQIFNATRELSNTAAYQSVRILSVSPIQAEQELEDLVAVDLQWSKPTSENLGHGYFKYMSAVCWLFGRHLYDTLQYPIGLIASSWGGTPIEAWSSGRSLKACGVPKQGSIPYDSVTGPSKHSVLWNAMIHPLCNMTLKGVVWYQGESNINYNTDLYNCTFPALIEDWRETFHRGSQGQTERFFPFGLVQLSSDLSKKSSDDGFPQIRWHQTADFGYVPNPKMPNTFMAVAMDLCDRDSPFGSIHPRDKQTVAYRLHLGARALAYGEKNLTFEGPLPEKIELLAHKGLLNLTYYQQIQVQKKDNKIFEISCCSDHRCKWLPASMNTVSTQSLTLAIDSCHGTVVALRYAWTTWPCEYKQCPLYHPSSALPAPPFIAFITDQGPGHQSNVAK
TDP2 inh: TDP2 (human) inhibition, absorbance primary screen. 0.34% of 370,000 active. O95551. inhibition, % at 12.8 µM. AID 720702. recombinant TDP2, T5PNP hydrolysis, p-nitrophenol absorbance 415 nm;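 active means inhibition above the mean of all tested compounds plus 3 SD, set per campaign, cut at about 25% in these data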;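 further: 0% = DMSO with enzyme and 100% = buffer with substrate but no TDP2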
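Test system: human TDP2 enzyme; Input: 120 nM TDP2 per well; Buffer or medium: Mg2+-containing Tris-HCl buffer, pH 7.5; Reagent: 5 mM T5PNP; Dosing: 12.8 µM single point, 1% DMSO; Incubation: reaction 2 h, 37 °C; Detection: p-Nitrophenol epi absorbance; Read-out: % inhibition relative to enzyme-containing and enzyme-free wells; Replicates: single well per compound.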
mABHD4 FP: ABHD4 (mouse) inhibition, primary FP screen. purified mABHD4, FP-Rh probe fluorescence polarization. inhibition, % at 8.92 µM. 0.54% of 370,000 active. AID 720543;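 active means inhibition exceeding the mean over every tested compound plus 3 SD, cut at about 30% in these data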;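 further: 0% = plate median of compound wells and 100% = S159A mutant with DMSO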
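Test system: mABHD4 protein; Read-out basis: % inhibition; Incubation: 45 min + 60 min at 25 °C; Repeats: single replicate; Technique: fluorescence polarization with parallel and perpendicular emission, 525/598 nm; Compound: 8.92 µM, single dose; Benchmarks: full inhibition S159A mutant plus DMSO, zero as sample-well median.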
LEDGF integ inh: blocks HIV-1 LEDGF/p75-dependent DNA integration | 0.64% of 370,000 active | inhibition, % at 3.7 µM | TR-FRET IN-LEDGF/p75 DNA integration, Eu/Cy5;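 active means inhibition above the screen-wide mean plus 3 SD, cut at about 13% in these data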;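 further: signal is the Cy5 over europium emission ratio at 671 and 618 nm; 0% = plate median of compound wells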
PG9 binder: PG9 antibody binding by small molecule | TR-FRET gp120-PG9 antibody binding | inhibition, % at 6.7 µM | 0.43% of 360,000 active | AID 624416; in the data active means inhibition above about 8.5%
* = called active by the depositor; . = not tested or not shown. Compounds were not picked by outcome; overall some 4.2% were active at least once.

SMILES	TCR CD3 inh	DDE Tn7 FP inh	HTRA1 inhibitor	UHRF1 binding	PRMT1 FP inh	SIAE inh	TDP2 inh	mABHD4 FP	LEDGF integ inh	PG9 binder
Cc1cccc(CSCc2nnc(N)s2)c1	1.4	4.9	3.9	-1.3	-0.4	-4.9	0.7	-2.4	2.9	-1.5
N#C/C(=C/c1cccn1-c1cccc(C(=O)O)c1)c1ccc(Cl)cc1	-4.8	-6.4	-44.4	2.9	6.6	-7.0	0.3	-9.3	-0.1	-1.6
O=C(N[C@H](Cc1ccccc1)C(=O)NCC1CCCCC1)[C@H]1O[C@@H](n2ccc(=O)[nH]c2=O)[C@H](O)[C@@H]1O	-0.7	-3.0	.	0.2	6.2	0.9	-4.8	1.6	-0.4	0.0
Cc1cccc(C(=O)Nc2nc3ncccn3c2-c2ccc(F)c(F)c2)c1	.	-3.0	.	-3.5	0.9	0.1	5.7	-3.4	-0.2	.
CCc1nc(N2CCN(Cc3ccc4c(c3)OCO4)CC2)c2oc3ccccc3c2n1	-1.5	-1.4	-31.8	-2.4	-1.1	-8.1	8.4	-8.9	1.2	1.3
COc1ccc2c(C)cc(SC3CCOC3=O)nc2c1 (stereo not given)	3.7	3.6	0.1	7.2	-0.5	6.8	9.3	7.0	0.8	-4.4
CCCc1cc(=O)[nH]c(SCC(=O)NC2CCCCCCC2)n1	-11.7	1.3	2.1	5.5	-1.2	-1.8	-19.6	-7.8	4.6	-0.4
Cc1[nH]c2ccccc2c1CC(=O)Nc1ccc(Nc2cccnc2)c(-c2ccc(C(C)(C)C)cc2)c1	-4.5	8.2	.	-5.0	-3.0	13.3	-0.3	19.2	-1.5	-1.0
S=c1[nH]nc(-c2ccncc2)n1/N=C/c1ccccc1	-1.7	-3.4	1.2	-2.6	5.7	11.0	-9.5	6.8	0.0	0.3
COC(=O)c1ccnc(/C=N/O)c1	-1.9	4.9	-2.5	-2.3	-4.3	8.4	5.2	2.5	3.1	1.1
O=C1NC[C@H](CCCCN2C[C@H](Cc3ccccc3)N(CCC3CCCCC3)C(=O)C2=O)N(CCc2ccccc2)C1=O	-1.3	-4.1	.	6.2	1.2	1.4	-0.3	3.3	1.3	1.2
c1ccc(CCN(Cc2ccccc2)Cc2nc(C3CC3)no2)cc1	-2.5	3.4	-5.7	3.9	0.1	-3.8	5.0	-1.4	-1.1	-3.2
C[C@H](NC(=O)[C@H]1N2C(=O)c3ccccc3C2SC1(C)C)C(=O)N1CCCCC1 (stereo not given in full)	0.5	-0.8	7.2	-3.9	-3.1	-3.2	-7.6	-2.7	2.3	-0.5
CC(C)(C)OC(=O)N(CCc1ccccc1)Cc1cccc(OCc2cccc(NC(=O)/C=C/c3ccccc3)c2)c1	7.8	-8.2	-38.8	0.4	0.0	-21.6	0.4	-11.2	3.2	-0.8
COc1ccc(NC(=O)NCCN2CCN(c3cc(OC)ccc3OC)CC2)cc1	4.5	-6.8	12.3	-0.1	2.2	1.1	10.3	-5.1	0.2	-2.0
CSc1ccc(Cl)c(C(=O)N2CCN(CC(=O)N3CCCC3)CC2)c1	-4.4	-0.9	-3.1	-0.9	1.2	3.6	-3.0	3.3	-2.8	-2.5
CCO/C=C1/C(=O)N(Cc2ccccc2)C(=O)c2ccccc21	-9.4	0.8	-0.7	-1.5	2.5	-13.6	18.2	9.9	5.5	0.7
Cc1cc(-c2nc3cccnc3s2)ccc1NS(=O)(=O)c1ccc2c(c1)OCCO2	5.3	-7.3	-32.5	-0.1	-1.9	-53.6	-1.3	-37.6	-1.1	1.8
CC(=O)Oc1ccc(S(=O)(=O)c2ccc(OC(C)=O)cc2)cc1	4.4	0.0	2.1	0.2	4.8	-3.5	0.6	5.1	-0.8	2.0
COc1cc(/C=N/NS(=O)(=O)c2ccccc2)c(OC)c(OC)c1	-0.7	-12.9	2.8	2.4	0.6	0.3	-10.8	2.6	2.0	-0.6
Cc1ccsc1/C=N/n1c(-c2cc(-c3ccccc3)n[nH]2)n[nH]c1=S	2.6	0.9	-20.3	-0.5	10.8	-6.3	0.5	2.9	0.9	2.4
CC(C)(C)Nc1nc2nonc2nc1NC(C)(C)C	-4.5	-0.7	-19.0	4.1	-1.5	-10.8	-1.4	0.8	-0.4	-0.6
CN1/C(=C\C(=O)COC(=O)c2ccco2)C(C)(C)c2ccccc21	0.9	-2.4	1.7	0.6	-3.1	6.9	-6.0	-2.6	2.0	-2.7
COC(=O)c1cc(C(=O)OC)cc(N2C(=O)CC(NNC(=O)c3ccccc3Br)C2=O)c1 (stereo not given)	-3.9	-6.3	-5.2	2.4	-0.2	-8.8	-4.4	-24.2	4.3	3.2
COc1ccc(/C=N/Nc2ncc(C(F)(F)F)cc2Cl)cc1OC	3.2	-2.4	0.9	-1.8	2.4	-0.4	1.0	9.7	-1.4	-1.9
C=C(C)[C@@H]1CC=C(CN2CCC(CCOC)(C(=O)OCC)CC2)CC1	-4.0	-0.8	5.2	8.6	8.2	-13.3	-11.9	-8.2	-4.2	0.5
O=C(c1ccccc1F)N1CCCC(N2CCN(Cc3ccc4c(c3)OCO4)CC2)C1 (stereo not given)	2.0	5.6	0.9	1.6	2.0	3.0	-7.9	-0.9	0.1	0.2
CCOc1ccc(NC(=O)CCC(=O)c2ccc(-c3ccccc3)cc2)cc1	2.9	4.1	2.6	-2.0	-2.9	-5.4	-6.3	-9.1	-0.7	1.7
COc1ccc(C2Nc3ccccc3C(=O)N2NS(=O)(=O)c2ccccc2)cc1OC (stereo not given)	4.0	11.7	1.2	-1.0	-0.1	7.8	11.1	1.8	-0.7	-1.1
COc1ccc(N2C(=O)CCC(C(=O)NCCCN3CCC(C)CC3)C2c2ccc(OC)c(OC)c2)cc1 (stereo not given)	3.8	0.8	4.4	-1.3	-1.2	0.7	-3.5	2.4	-0.7	1.1
CCCCc1c(-c2ccccc2OC)ncn1CCc1ccccc1	-2.6	1.7	.	-1.3	1.8	-5.2	-8.2	-3.6	6.0	-1.2
CCOc1cc(/C=C2\SC(=O)N(c3ccc(O)cc3)C2=O)ccc1O	-4.6	-1.6	-10.8	-0.2	0.4	-2.5	5.0	-0.5	-3.4	-0.4
CCOC(=O)[C@H]1[C@H]2COc3ccccc3[C@@H]2N2C(=O)[C@@H](C)NC(=O)[C@@]12C	-1.3	-3.3	-0.5	0.2	-0.9	1.5	-14.1	-4.6	3.4	0.7
COc1ccc2c(C)cc(N3CCCCCC3)nc2c1	1.3	1.6	1.7	2.0	0.9	8.1	6.9	10.0	2.4	0.5
N=c1sccn1CC(=O)Nc1ccc(Cl)cc1[N+](=O)[O-]	-4.3	0.5	-1.7	4.2	0.8	3.6	-6.6	-6.5	5.1	0.5
O=C(CN1CCC(NC(=O)NC2CCCC2)CC1)Nc1ccc2c(c1)OCCO2	.	5.8	.	1.6	0.3	4.7	6.0	-4.0	-1.6	.
Cc1cccc(C)c1N1C(=O)c2ccccc2C1=O	1.9	3.0	-3.1	4.3	-0.2	-5.2	-3.1	-3.3	-5.1	-1.3
O=C(c1ccc2nccnc2c1)N1CCN(Cc2ccc3c(c2)OCO3)CC1	-3.5	-3.9	-4.0	1.0	-2.3	3.1	-4.5	5.2	-1.2	-1.1
CCN(CC)CCN1C(=O)C(=O)/C(=C(/O)c2c(C)[nH]c(C(=O)OC)c2C)C1c1cccs1 (stereo not given)	9.4	-8.7	1.7	19.9	13.7	7.6	18.7	34.5*	8.3	-0.7
COc1ccc(NC(=O)C2CCCO2)cc1OC (stereo not given)	8.1	-6.0	-1.4	-0.2	-2.9	4.9	-7.2	6.6	0.9	-1.4
Cc1ccc(S(=O)(=O)c2ccc(Cl)cc2)cc1S(=O)(=O)NC(C)C(=O)O (stereo not given)	-3.4	-9.0	0.1	6.1	2.3	0.1	-4.1	-4.3	-3.2	-0.8
COc1ccc(C(=O)NC(C(=O)NCC2(N3CCCCC3)CCCCC2)C(C)C)cc1 (stereo not given)	4.1	-0.8	7.3	0.4	-2.1	-8.3	-0.8	3.5	-1.9	1.3
NC(=O)C1CCN(C(=O)c2ccc3nc(-c4ccccc4)c(-c4ccccc4)nc3c2)CC1	6.6	1.4	-4.4	2.0	-4.2	-2.7	6.3	-1.2	3.0	-3.5
CN(C(=O)COC(=O)CNC(=O)c1sc2ccccc2c1Cl)c1ccccc1	2.7	-3.8	-2.5	0.4	1.9	-1.8	-9.3	-3.9	-4.4	0.7
COC(=O)c1[nH]c2ccc(C)cc2c1NC(=O)Nc1ccccc1OC	1.4	3.9	4.3	0.2	2.9	-1.7	-7.6	7.0	-1.4	-0.9
Cc1cc(N2CCOCC2)nc(N2CCOCC2)c1C#N	5.3	-1.7	3.3	-1.1	-3.2	-2.2	10.9	-0.9	-0.5	-1.9
COC(=O)c1ccc(NS(=O)(=O)c2ccc3c(c2)oc(=O)n3C)cc1	-0.6	2.3	5.4	3.7	6.7	6.8	-3.6	-5.6	5.9	-1.0
COc1ccc(OC)c(NC(=O)COC(=O)[C@H](Cc2ccccc2)NC(=O)c2ccco2)c1	8.3	2.4	-6.0	-0.5	-2.1	10.6	-1.3	-49.5	2.3	-0.5
CN(C)CCCN(C(=O)c1ccc(S(=O)(=O)N(C)C)cc1)c1nc2cc3c(cc2s1)OCO3	2.0	-1.5	3.2	-2.9	-1.2	-1.8	-2.5	3.7	5.5	-1.6
CC/C(=C\C1CCCCC1)C(NP(=O)(c1ccccc1)c1ccccc1)c1ccccc1 (stereo not given)	3.9	12.9	-26.0	-2.1	2.0	-14.3	-0.8	-1.2	-1.6	0.5
COc1cc(OC)c(C(=O)NC2CC(C)(C)NC(C)(C)C2)cc1OC	2.5	-2.2	-0.4	0.7	1.2	-0.3	9.3	3.7	3.6	0.1
Cc1ccc2cc(CCNC(=O)c3ccco3)c(=O)[nH]c2c1C	-2.1	-0.7	3.3	-1.2	2.1	-8.1	3.8	-4.5	-0.7	0.3
CC(=O)NC(=S)Nc1ccc([N+](=O)[O-])cc1C	-9.8	-2.7	-3.7	-0.2	4.1	-9.0	0.0	0.5	-3.6	-0.6

A second format for some results above.
Compound | TCR CD3 inh | DDE Tn7 FP inh | HTRA1 inhibitor | UHRF1 binding | PRMT1 FP inh | SIAE inh | TDP2 inh | mABHD4 FP | LEDGF integ inh | PG9 binder
Cc1cc(N2CCOCC2)nc(N2CCOCC2)c1C#N | 5.3 | -1.7 | 3.3 | -1.1 | -3.2 | -2.2 | 10.9 | -0.9 | -0.5 | -1.9
COc1ccc(OC)c(NC(=O)COC(=O)[C@H](Cc2ccccc2)NC(=O)c2ccco2)c1 | 8.3 | 2.4 | -6.0 | -0.5 | -2.1 | 10.6 | -1.3 | -49.5 | 2.3 | -0.5
